Source: PubChem BioAssay (National Center for Advancing Translational Sciences (NCATS))
KCNH2 WT inh = KCNH2 (human, wildtype) channel inhibition; Q12809; U2OS, BacMam KCNH2, thallium flux FluxOr; stronger effect = lower value; activity change, % at 1.84 µM; actives 0.37% (n = 340,000); AID 720551;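 active means maximum activity change below -70%; inconclusive means maximum activity change between -70% and -50%; inactive means maximum activity change above -50%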
Target sequence (Q12809 whole entry, looked up): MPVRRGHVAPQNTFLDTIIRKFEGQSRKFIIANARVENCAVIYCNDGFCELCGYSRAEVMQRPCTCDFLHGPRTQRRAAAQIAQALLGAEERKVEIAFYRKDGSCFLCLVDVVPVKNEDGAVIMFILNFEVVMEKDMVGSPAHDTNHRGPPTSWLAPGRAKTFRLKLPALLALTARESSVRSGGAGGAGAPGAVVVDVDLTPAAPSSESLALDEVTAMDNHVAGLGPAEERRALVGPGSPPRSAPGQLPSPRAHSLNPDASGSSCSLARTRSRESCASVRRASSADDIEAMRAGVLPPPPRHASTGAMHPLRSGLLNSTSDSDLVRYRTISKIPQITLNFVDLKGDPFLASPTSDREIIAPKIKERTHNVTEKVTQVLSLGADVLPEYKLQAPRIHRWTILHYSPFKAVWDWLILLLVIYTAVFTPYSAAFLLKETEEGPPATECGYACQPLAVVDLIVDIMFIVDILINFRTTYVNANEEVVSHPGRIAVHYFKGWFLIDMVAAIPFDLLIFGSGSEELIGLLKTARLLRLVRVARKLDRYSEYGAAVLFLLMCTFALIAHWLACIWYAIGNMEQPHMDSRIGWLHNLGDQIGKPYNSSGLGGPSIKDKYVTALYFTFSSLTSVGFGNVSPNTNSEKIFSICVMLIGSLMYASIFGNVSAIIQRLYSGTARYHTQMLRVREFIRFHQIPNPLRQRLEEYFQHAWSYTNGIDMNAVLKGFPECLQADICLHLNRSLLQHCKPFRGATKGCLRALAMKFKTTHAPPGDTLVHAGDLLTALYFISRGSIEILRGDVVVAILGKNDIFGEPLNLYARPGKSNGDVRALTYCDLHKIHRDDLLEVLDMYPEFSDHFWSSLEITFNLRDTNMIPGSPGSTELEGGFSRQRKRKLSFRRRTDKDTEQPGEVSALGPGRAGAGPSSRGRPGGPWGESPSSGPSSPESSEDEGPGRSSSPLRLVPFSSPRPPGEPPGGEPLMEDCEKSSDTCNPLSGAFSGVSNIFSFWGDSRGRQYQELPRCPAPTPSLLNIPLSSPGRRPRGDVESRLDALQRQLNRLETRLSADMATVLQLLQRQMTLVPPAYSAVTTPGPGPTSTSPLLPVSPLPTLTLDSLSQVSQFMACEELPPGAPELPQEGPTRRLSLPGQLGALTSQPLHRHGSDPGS
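U2OS cells transduced with wild-type KCNH2 virus are loaded with FluxOr dye for 45 min, and thallium flux is measured in kinetic reads before and after stimulation buffer. Rate constants are normalized to DMSO controls.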
* marks the source's active call; other numbers are inactive results; ? = inconclusive. On the % scale 0 is the no-effect control and ±100 the full control effect. The list is partial; the hit share may differ from the screen's.

SMILES,KCNH2 WT inh
CCc1c(O)nc(SCC(=O)Nc2ccccc2)n(-c2ccccc2C)c1=O,-6.4
COc1ccc([C@H]2C[C@@H](n3cc(COC(=O)c4ccccc4)nn3)[C@H](O)CN2C(=O)C2CCCCC2)cc1,8.9
CC(C)(C)c1csc(NC(=O)CCS(=O)(=O)c2ccc(F)cc2)n1,-2.3
Cc1ccc([C@H]2C[C@H](n3cc(C4CC4)nn3)[C@@H](O)CN2C(=O)c2cccs2)cc1,-8.5
ON=C(c1ccccc1)c1ccc2c3c(cccc13)CC2,8.0
Cc1cn([C@H]2C[C@H](O)[C@@H](CNCc3ccc(N4CCN(C)CC4)cc3F)O2)c(=O)[nH]c1=O,9.4
C[C@@H]1CN([C@H](C)CO)C(=O)CCCn2nncc2CO[C@H]1CN(C)C(=O)c1cc(-c2ccccc2)on1,-2.8
CC(=O)N1N=C(N)SC1c1ccc(Cl)c(Cl)c1 (stereo not given),14.0
Cc1ccc([C@H]2C[C@H](n3cc(COC(=O)c4ccccc4)nn3)[C@@H](O)CN2C(=O)c2cccs2)cc1,17.1
CC(C)C1C(=O)N(Cc2cn(CCC3OCCO3)nn2)CCS(=O)(=O)N1Cc1ccc(-c2ccc(F)cc2)cc1 (stereo not given),12.2
CCOc1ccc(OCCC(=O)OCC(=O)c2c(N)n(CC(C)C)c(=O)n(C)c2=O)cc1,13.1
Cc1cc(NC(=O)CN2C(=O)/C(=C/c3ccc(C(C)C)cc3)SC2=S)no1,0.5
CCCNC(=O)C[C@@H]1C[C@H]2c3cc(NC(=O)c4ccc5c(c4)OCO5)ccc3O[C@H]2[C@@H](CO)O1,9.0
O=C1[C@H]2[C@@H](c3ccccc3)N[C@]3(CCCN(Cc4ccc(Br)cc4)C3=O)[C@H]2C(=O)N1Cc1ccccc1,0.9
O=C(Cn1ccnc1[N+](=O)[O-])N(CCO)CCO,-1.0
COc1ccc(C(=O)NCC2(c3ccc(OC)c(OC)c3)CCCC2)cc1OC,-3.4
CC(=O)Nc1cccc(C(=O)OCC(=O)NC(=O)NC2CCCC2)c1,-2.7
COc1ccc(S(=O)(=O)N(C)C)cc1NC(=O)COC(=O)c1n[nH]c2ccccc12,-8.6
COCc1ccc(CN2CCC(n3nccc3NC(=O)c3ccc4c(c3)OCO4)CC2)o1,7.4
Cc1cc(S(=O)(=O)N2CCCCC2CCNC(=O)C(=O)NCCN2CCOCC2)ccc1F (stereo not given),9.8
O=C1CCCCC1C(O)(C(=O)c1ccccc1)c1ccccc1 (stereo not given),8.0
Nc1ncnc2nn(C3OC(CO)C(O)C3O)nc12 (stereo not given),-27.1
CCc1ccc(N2CC(C(=O)Nc3ccc(OC)c(S(=O)(=O)N4CCOCC4)c3)CC2=O)cc1 (stereo not given),13.3
CCN1C(=O)[C@H]2[C@@H](c3ccccc3)N[C@]3(CCCN(Cc4ccccc4)C3=O)[C@H]2C1=O,-0.8
CCN(CC)C(=O)C(C)N1c2cccc3cccc(c23)S1(=O)=O (stereo not given),-2.1
CN(C)c1ccc(/C=C2\c3ccccc3C(=O)N2c2ccccc2)cn1,-17.6
CC(=O)c1ccc(Cc2ccc(C(C)=O)s2)s1,5.4
O=C(CSc1nnc2ccc(-c3ccccn3)nn12)Nc1ccc(F)cc1,-14.0
O=C(CSc1nnc(CNC(=O)c2c(F)cccc2F)o1)c1ccc(Cl)cc1,20.8
CC1=C(C(=O)N2CCOCC2)CC(CC(=O)NC2CCCCC2)C(=O)N1Cc1ccc(F)cc1 (stereo not given),-14.1
COCCCN1C(=O)C(CC(=O)NC(c2ccccc2)c2ccccc2)CC(C(=O)N(C)C)=C1C (stereo not given),-1.1
COc1ccc(S(=O)(=O)N2CCOCC2)cc1NC(=O)c1c(C)noc1C,-46.6
Cc1cccc(NC(=O)CN2CCN(C(=O)c3cc(C4CC4)nn3-c3ccccc3)CC2)c1C,-0.7
COc1ccccc1C(=O)NC(=S)Nc1ccc(N2CCOCC2)cc1,-9.0
CCOC(=O)CCCCCC(=O)Nc1ccc2c(c1)C(=O)N([C@H](C)CO)C[C@H](C)[C@@H](CN(C)C(=O)Nc1ccccc1)OCCCC[C@@H](C)O2,-4.7
C[C@H](CO)N1C[C@H](C)[C@H](CN(C)C(=O)CCC(F)(F)F)OCc2cnnn2CCCC1=O,3.1
C[C@@H]1CN([C@H](C)CO)C(=O)CCCn2cc(nn2)CO[C@H]1CN(C)C(=O)NC1CCCCC1,-12.4
CC1CCCN(S(=O)(=O)c2ccc3[nH]c(=O)cc(C(=O)NCCCN4CCCCCC4)c3c2)C1 (stereo not given),8.7
CCOc1ccccc1NC(=O)C(OC(=O)c1cnc(C)cn1)c1ccccc1 (stereo not given),21.3
O=C(CCC1CCN(Cc2nccs2)CC1)Nc1ccccc1,-10.5
COc1ccc(N2CCN(CCCn3ccc(NC(=O)OCc4ccccc4)nc3=O)CC2)cc1,5.6
O=C(COC(=O)c1cc(S(=O)(=O)N2CCCCC2)ccc1N1CCOCC1)c1ccccc1Cl,28.1
COc1ccc(N2CCN(CC(=O)Nc3ccccc3C(=O)NC(C)c3ccccc3)CC2)cc1 (stereo not given),24.5
O=C(NCC(c1ccco1)N1CCCC1)c1cccc(S(=O)(=O)N2CCc3ccccc32)c1 (stereo not given),38.8
Cc1cccnc1NS(=O)(=O)c1ccccc1,1.5

The listing continues:
SMILES	KCNH2 WT inh
C[C@@H]1Cn2cnc(C(=O)Nc3ccc(CNC(=O)OC(C)(C)C)cc3)c2C(=O)N1	1.5
CCCCN(C(=O)COC(=O)c1sccc1C)c1c(N)n(CCC)c(=O)[nH]c1=O	-8.7
O=C1OCC/C1=C1/NCCNC1=O	-4.3
O=C(O)C=Cc1c[nH]c2nccnc12	-5.7
CCc1ccccc1NC(=O)CNC(=O)CCC(=O)c1cc(C)sc1C	-8.1
Cc1cc(NS(=O)(=O)c2ccc(NC(=O)c3ccc(Cl)nc3)cc2)nc(C)n1	-19.0
C[C@@H]1CN([C@H](C)CO)C(=O)CCCn2nncc2CO[C@@H]1CN(C)C(=O)Nc1ccc(N2CCN(C)CC2)cc1	-17.7
COc1ccc(CN2C(=O)C(CC(=O)NCc3cccc4ccccc34)CC(C(=O)N3CCOCC3)=C2C)cc1 (stereo not given)	-15.3
CC(C)(C)OC(=O)N1CCc2onc(-c3ccc(N)cc3)c2C1=O	-6.9
Cc1noc(C)c1S(=O)(=O)N(C)C[C@H]1OCc2cn(nn2)CCCC(=O)N([C@H](C)CO)C[C@@H]1C	3.7
Cc1ccc(-c2ccc(CN3C(CC(C)C)C(=O)N(Cc4cn(CC5CCCCC5)nn4)CCS3(=O)=O)cc2)cc1 (stereo not given)	-20.0
CS(=O)CC(O)(c1ccc(F)cc1)C1CC1 (stereo not given)	6.9

Ordered by number of heavy atoms (high to low): part of the list above
SMILES	KCNH2 WT inh
C[C@@H]1CN([C@H](C)CO)C(=O)CCCn2nncc2CO[C@@H]1CN(C)C(=O)Nc1ccc(N2CCN(C)CC2)cc1	-17.7
Cc1noc(C)c1S(=O)(=O)N(C)C[C@H]1OCc2cn(nn2)CCCC(=O)N([C@H](C)CO)C[C@@H]1C	3.7
O=C(O)C=Cc1c[nH]c2nccnc12	-5.7

Continuation.
SMILES	KCNH2 WT inh
O=C(COC(=O)Cn1cnc2ccccc21)Nc1ccc(Br)cc1	11.0
C[C@H]1CCCCO[C@@H](CN(C)S(=O)(=O)c2ccc(F)cc2)[C@@H](C)CN([C@@H](C)CO)C(=O)c2cc(NC(=O)Nc3ccc4c(c3)OCO4)ccc2O1	-31.1
C[C@@H]1CN([C@H](C)CO)C(=O)CCCn2nncc2CO[C@H]1CN(C)S(=O)(=O)c1ccc(C#N)cc1	-14.4
COc1ccc(C=NCCc2ccc(OC)c(OC)c2)cc1OC	-15.6
COC(=O)c1cc(S(=O)(=O)NCC(C)c2ccccc2)c[nH]1 (stereo not given)	-2.1
CCN1C(=O)C(C)C=C(C)C=C1C (stereo not given)	-3.5
C[C@@H]1CCCCO[C@@H](CN(C)S(=O)(=O)c2ccc(F)cc2)[C@@H](C)CN([C@H](C)CO)C(=O)c2cc(NC(=O)c3ccccc3)ccc2O1	-11.2
Cc1ccccc1NC(=O)CNC(=O)N1CC(=O)Nc2ccccc21	22.1
COc1ccc(CC(=O)OCC(=O)Nc2ccc3[nH]c(=O)[nH]c3c2)cc1OC	-1.1
CC(Sc1nc(N)cc(=O)[nH]1)C(=O)Nc1ccc(N2CCOCC2)cc1 (stereo not given)	-14.0
Cc1nn(CC(=O)NC2CC2)c(C)c1S(=O)(=O)N(C)C	4.2
O=S1(=O)CCN(C2CCCCCCC2)CC1	4.1
C[C@@H]1CN([C@@H](C)CO)S(=O)(=O)c2ccc(Br)cc2O[C@H]1CN(C)Cc1ccccn1	2.8
CN1OC[C@@H]2CN(S(=O)(=O)c3cccc(C(F)(F)F)c3)[C@H](c3ccc(-c4cc5ccccc5o4)cc3)C[C@@H]21	-0.9
Cc1ccc2nc(N)nnc2c1	-7.7
CCOC(=O)c1cc(OCC)c2c(ccc3cc(OC)ccc32)n1	-4.6
CCCCN(C(=O)CCOc1ccc(OCC)cc1)c1c(N)n(Cc2ccccc2)c(=O)[nH]c1=O	4.3
O=C(c1ccco1)N1N=C(c2ccccc2O)CC1c1cccs1 (stereo not given)	-5.4
CCOc1ccc(/C=N/NC(=O)c2ccc3nc[nH]c3c2)cc1OC	29.0
O[C@H]1CN(Cc2cccs2)[C@@H](c2ccccc2)C[C@@H]1n1cc(-c2ccc(F)cc2)nn1	-6.9
COc1ccc(NC(=O)N(C)C[C@H]2OCCCC[C@@H](C)Oc3ccc(NC(=O)c4ccccc4)cc3C(=O)N([C@H](C)CO)C[C@@H]2C)cc1	-19.8
C[C@@H]1CN([C@H](C)CO)C(=O)c2cc(Br)cnc2O[C@@H]1CN(C)Cc1ccc(-c2ccccc2)cc1	12.8
C[C@H](CO)N1C[C@H](C)[C@@H](CN(C)S(=O)(=O)c2ccc(C#N)cc2)OCc2cnnn2CCCC1=O	-8.6
Cc1cn([C@H]2C[C@H](O)[C@@H](CNC(=O)[C@H](N)Cc3cccnc3)O2)c(=O)[nH]c1=O	-1.6
COc1cc(NC(=O)C2=C(C)OCCS2)c(Cl)cc1C(=O)NCCCN1CCCC(C)C1 (stereo not given)	15.0
COCCCN1C(=O)C(CC(=O)NC(c2ccccc2)c2ccccc2)CC(C(=O)N2CCOCC2)=C1C (stereo not given)	21.9
CCCCN1C[C@H](Cc2ccccc2)[C@@H](CC(=O)Nc2ccc(OC)cc2)C1=O	-10.1
CCC(=NNS(=O)(=O)c1ccc(C)cc1)c1ccc(OC)c(C)c1	12.4
Cc1nnc(NC(=O)CCC2CCCCC2)s1	-3.6
CCN(CC(=O)Nc1cc(Cl)ccc1C)CC(=O)NC1CC1	-3.1
CCCC(=O)Nc1ccc(S(=O)(=O)N2CCc3ccccc32)cc1	11.1
Cc1ccc(S(=O)(=O)N2CC3(O)CN(C(=O)OC(C)C)N(C(=O)OC(C)C)CC3(OC(=O)NCC3CCCCC3)C2)cc1 (stereo not given)	1.1
C#CCOCC1CN(C)C(=O)O1 (stereo not given)	5.0
C[C@@H]1CCCCO[C@H](CN(C)Cc2ccccc2)[C@@H](C)CN([C@H](C)CO)C(=O)c2cc(NC(=O)c3ccccc3)ccc2O1	7.4
COc1ccc(NC(=O)c2ccc(NC(=O)CN3CCN(c4ccccc4O)CC3)cc2)cc1	11.8
O=C1CSC(=S)N1N=Cc1c[nH]c2ccc(Br)cc12	-10.3
CCc1ccccc1NC(=O)CNC(=O)c1ccc(S(=O)(=O)NCc2ccco2)cc1	13.8
CC(C)N(Cc1ccccc1)S(=O)(=O)c1ccc(-n2cccn2)cc1	2.6
CCN(CC)C(=O)C1=C(C)N(CCCN2CCCC2=O)C(=O)C(CC(=O)NCc2ccco2)C1 (stereo not given)	16.0
COc1cccc(/C=C2\SC(=S)N(CCCC(=O)Nc3cccc(C(=O)O)c3)C2=O)c1	-21.4
COc1cc(C(=O)N(C(C)C)C2CCCCC2)cc(OC)c1OC	-9.2
C#CCOCC1CN(c2ccccc2)C(=O)O1 (stereo not given)	-2.8
CCN1C(=O)[C@H]2[C@@H](c3ccc(C)cc3)N[C@]3(CCCN(Cc4ccc(F)cc4)C3=O)[C@H]2C1=O	2.2
Cc1ccc([C@H]2C[C@H](n3cc(C4CC4)nn3)[C@@H](O)CN2Cc2cccs2)cc1	2.0
CCCCCCN1C[C@H](O)[C@@H](n2cc(C3CC3)nn2)C[C@@H]1c1ccc(OC)cc1	?
CN(Cc1ccc(Cl)c(Cl)c1)C(=O)C1CC(=O)N(c2ccc3c(c2)OCCO3)C1 (stereo not given)	10.9
O=C(CN1C(=O)NC2(CCCCCC2)C1=O)Nc1ccc(OC(F)(F)F)cc1	-5.7
Clc1ccc2nc(-c3ccccc3)c(Cc3ccccc3)n2c1	-6.8
C[C@@H]1CN([C@@H](C)CO)C(=O)CCCn2nncc2CO[C@@H]1CN(C)C(=O)Cc1ccccc1	-8.6
Cc1noc(C)c1C(=O)OC(C)C(=O)c1ccc(C(C)(C)C)cc1 (stereo not given)	-10.3
COc1ccc(NC(=O)CSc2nnnn2C2CCCC2)cc1S(=O)(=O)N1CCOCC1	42.9

Rewritten as labelled records: entries from further up.
> CCN(CC)C(=O)C1=C(C)N(CCCN2CCCC2=O)C(=O)C(CC(=O)NCc2ccco2)C1 (stereo not given)
  KCNH2 WT inh = 16.0
> COc1cccc(/C=C2\SC(=S)N(CCCC(=O)Nc3cccc(C(=O)O)c3)C2=O)c1
  KCNH2 WT inh = -21.4
> COc1cc(C(=O)N(C(C)C)C2CCCCC2)cc(OC)c1OC
  KCNH2 WT inh = -9.2
